Screening data from PubChem.
WT yeast gro inh – growth inhibition of WT strain, primary screen, mitochondrial fusion inhibitor project, WT and mutant strains, chemical genetic | mitochondrial fusion phenotypic screen | inhibition, % at 10 µM | actives 2.1% (n = 190,000); in the data active = inhibition above about 58%; tested in S. cerevisiae
Myeloid diff MLP – induction of myeloid progenitor differentiation, primary screen, cell-based, flow cytometry, MLPCN library; ER-HoxA9 myeloid progenitors, lysozyme-GFP differentiation; calls only at 10 µM; actives 1% (n = 360,000);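 active = normalized GFP-positive differentiation at or above the plate's own cutoff, the solvent-only control mean plus 3 SD; inconclusive = no clear call, values can overlap the other calls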;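 note: cells exposed to compound for four days before flow analysis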
T cell HTS – modulators of CD8 T cell-vesicle binding, primary screen, mouse 2C CD8+ T cells, flow cytometry | 2C CD8+ T cell-vesicle binding; stronger effect = lower value | calls only at 7 µM | actives 0.068% (n = 330,000) | AID 2052, 2009;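 active = response, share of CD8 T cells binding vesicles, and their 90th percentile fluorescence all below set limits, cut at about 80% in these data, passing the limit was not always enough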
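Assay system – 2C mouse CD8+ T cells · Also added – QL9-loaded Drosophila micro-vesicles · Timing – Cell–vesicle co-incubation 1.5 h at 37 °C, staining 20 min on ice · Signal – flow cytometry of vesicle-bound cells · Measure – percent CD8+ FL2 mean versus row control · Controls – Peptide-free naked vesicles (low) and QL9 vesicles with 0.7% DMSO vehicle (high)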
Large T inhibition – SV40 large T antigen inhibitors, biochemical (AID 1903) | inhibition, % at 20 µM; hits with a dose series show IC50 in µM | SV40 large T antigen ATPase/helicase inhibition assay; higher % means a stronger effect | actives 0.39% (n = 310,000); in the data active = a potency from the dose series; inconclusive = inhibition mostly from about 32% at the one dose, without a potency; inactive = the rest, 99 in 100 with inhibition below about 32%; note: strong numbers were not always called active
b-catenin transl – modulators of beta-catenin nuclear translocation, primary screen, imaging, HeLa cells, immunofluorescence, high-content; nuclear translocation activity, % at 5 µM; actives 0.3% (n = 190,000);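 active = nuclear translocation activity above 50% at 5 µM, with a well cell count of 50 or more; inconclusive = wells under 50 cells across six images, flagged as toxic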;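 note: per-cell ratio of nuclear to cytoplasmic median beta-catenin stain intensity; plate controls were DMSO negative control for no effect and GSK-3 inhibitor IX positive control for full effect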
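Signal – beta-catenin immunofluorescence imaging with DAPI · Test system – human HeLa cell line · Dosing – 5 µM primary single dose, 0.1% DMSO, 0.02–20 µM confirmation series · Measure – % activation, nuclear-to-cytoplasmic median beta-catenin signal ratio per cell · Incubation – 24 h compound exposure at 37°C, 5% CO2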
MgcRacGAP inhibition – MgcRacGAP GTPase-activating activity inhibitors, confirmation, biochemical, ADP Hunter fluorescence; inhibition, % at 30 µM, or IC50 in µM where a hit was titrated; actives 0.6% (n = 340,000); MgcRacGAP-stimulated Rac1 GTP hydrolysis, ADP Hunter fluorescence; higher % means a stronger effect; GST-tagged Rac1 F28L mutant substrate; Rac GTPase-activating protein 1 (Homo sapiens); AID 624330, 2012;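 active = first-screen hits whose inhibition reached a set limit at any dose in the follow-up dose series; inconclusive = inhibition above the set first-screen limit but never retested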;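 note: fluorescence reports GDP produced by GAP-driven GTP hydrolysis; strong numbers were not always called active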
West Nile virus CPE – West Nile virus antiviral activity, cell-based, CPE readout (AID 1621); West Nile virus-infected cells, CPE inhibition; higher % means a stronger effect; CPE inhibition, % at 10 µM, or IC50 in µM where a hit was titrated; actives 0.02% (n = 290,000); in the data active = a potency from the dose series; inconclusive = CPE inhibition mostly from about 3.7% at the one dose, without a potency; inactive = the rest, 99 in 100 with CPE inhibition below about 2.2%; note: strong numbers were not always called active
RSV CPE inhibition – RSV antiviral activity via CPE protection, HEp-2 cells, primary 10 µM value included (AID 2391) | actives 0.13% (n = 310,000) | one-dose CPE inhibition, % at 10 µM; IC50 in µM for titrated hits | HEp-2 cells, RSV-induced CPE inhibition; higher % means a stronger effect; in the data active = a potency from the dose series; inconclusive = CPE inhibition mostly from about 23% at the one dose, without a potency; inactive = the rest, 99 in 100 with CPE inhibition below about 21%; note: strong numbers were not always called active
PhoP inhibition – inhibitors of PhoP regulon expression, primary screen, Salmonella Typhimurium, GFP reporter (AID 1863) | S. Typhimurium PhoP-regulated promoter GFP reporter, 4 h; higher % means a stronger effect | one-dose inhibition, % at 50 µM; IC50 in µM for titrated hits | actives 0.16% (n = 300,000);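 active = inhibition over 29.93%, a cutoff 3 SD above the screen mean, later confirmed by dose response; inconclusive = inhibition over 29.93% but no dose response follow-up; inactive = inhibition at most 29.93% or unconfirmed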;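 note: 0% = low Mg2+ inducing control and 100% = high Mg2+ repressing control; strong numbers were not always called active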
WT yeast gro inh mutant strain – recorded beside WT yeast gro inh, whose call it bears; inhibition, %; mitochondrial fusion phenotypic screen, mutant strain inhibition
b-catenin transl cell count 5 µM – further read-out of b-catenin transl, marked with its call; cell count; measured here: cell count, cytotoxicity flag
T cell HTS vesicle-bound % – recorded beside T cell HTS, whose call it bears; double positive events, %; measured here: CD8+ vesicle-bound cell fraction;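 binding gate set so that unloaded-vesicle control wells show 10% double positive cells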
Myeloid diff MLP GFP+ MAC1+ % – also measured in Myeloid diff MLP; calls as there; GFP+ MAC1+ double positive, %; measured here: differentiation confirmed by MAC1 staining
* marks the source's active call; other numbers are inactive results; i = inactive; ? = inconclusive; · = no result given; + = active, no number. Random draw from the library. About 3.6% of those tested had a hit in this group.

1) C=CCSc1nnc2c(n1)OC(c1cccnc1)N(C(C)=O)c1ccccc1-2 (centres undefined)
2) CCCCSc1nc(SCC(=O)NCc2ccco2)c2c3c(sc2n1)COC(C)(CC)C3 (centres undefined)
3) COc1ccc(C(=O)N2CCC(C(N)=O)CC2)cc1S(=O)(=O)N1CCCC1
4) CCCc1cc(Nc2c(C)n(C)n(-c3ccccc3)c2=O)n2c(nc3ccccc32)c1C#N
5) Cc1cc(NC(=O)Nc2ccccc2F)ccc1Br
6) CC(=O)Nc1ccc(S(=O)(=O)Nc2c(C)n(C)n(-c3ccccc3)c2=O)cc1
7) Cc1ccnc(NCc2ccc(Cl)cc2)c1
8) CN(CC(=O)NCc1ccncc1)S(=O)(=O)c1cc(Cl)ccc1Cl

Assay by compound	1	2	3	4	5	6	7	8
WT yeast gro inh	-15	-10	·	-14	19	2	·	·
WT yeast gro inh mutant strain	-4	-4	·	-15	11	-11	·	·
Myeloid diff MLP	i	i	i	i	i	i	i	i
Myeloid diff MLP GFP+ MAC1+ %	0.8	0.4	0.3	3.5	1.1	1.1	0.5	0.0
T cell HTS	i	i	i	i	i	i	i	i
T cell HTS vesicle-bound %	57	25	47	45	21	50	57	32
Large T inhibition	2%	2%	·	6%	11%	10%	25%	3%
b-catenin transl	0.2	2.9	·	-1.3	-0.8	-5.5	·	·
b-catenin transl cell count 5 µM	1477	1423	·	1044	1077	895	·	·
MgcRacGAP inhibition	5%	16%	5%	6%	7%	8%	8%	1%
West Nile virus CPE	-0.2%	1.7%	·	-0.1%	-1.1%	0.4%	-0.6%	-0.7%
RSV CPE inhibition	0.6%	8.7%	2.3%	-1.6%	6.7%	1.0%	1.7%	0.8%
PhoP inhibition	-11%	-26%	·	21%	-3%	8%	13%	8%

3 of the entries above in order of their number in WT yeast gro inh mutant strain, largest number first:
item	molecule	WT yeast gro inh mutant strain
2	CCCCSc1nc(SCC(=O)NCc2ccco2)c2c3c(sc2n1)COC(C)(CC)C3 (centres undefined)	-4
6	CC(=O)Nc1ccc(S(=O)(=O)Nc2c(C)n(C)n(-c3ccccc3)c2=O)cc1	-11
4	CCCc1cc(Nc2c(C)n(C)n(-c3ccccc3)c2=O)n2c(nc3ccccc32)c1C#N	-15

Entries 2 through 8 from above:
2) CCCCSc1nc(SCC(=O)NCc2ccco2)c2c3c(sc2n1)COC(C)(CC)C3 (centres undefined)
3) COc1ccc(C(=O)N2CCC(C(N)=O)CC2)cc1S(=O)(=O)N1CCCC1
4) CCCc1cc(Nc2c(C)n(C)n(-c3ccccc3)c2=O)n2c(nc3ccccc32)c1C#N
5) Cc1cc(NC(=O)Nc2ccccc2F)ccc1Br
6) CC(=O)Nc1ccc(S(=O)(=O)Nc2c(C)n(C)n(-c3ccccc3)c2=O)cc1
7) Cc1ccnc(NCc2ccc(Cl)cc2)c1
8) CN(CC(=O)NCc1ccncc1)S(=O)(=O)c1cc(Cl)ccc1Cl

Assay by compound	2	3	4	5	6	7	8
WT yeast gro inh	-10	·	-14	19	2	·	·
WT yeast gro inh mutant strain	-4	·	-15	11	-11	·	·
Myeloid diff MLP	i	i	i	i	i	i	i
Myeloid diff MLP GFP+ MAC1+ %	0.4	0.3	3.5	1.1	1.1	0.5	0.0
T cell HTS	i	i	i	i	i	i	i
T cell HTS vesicle-bound %	25	47	45	21	50	57	32
Large T inhibition	2%	·	6%	11%	10%	25%	3%
b-catenin transl	2.9	·	-1.3	-0.8	-5.5	·	·
b-catenin transl cell count 5 µM	1423	·	1044	1077	895	·	·
MgcRacGAP inhibition	16%	5%	6%	7%	8%	8%	1%
West Nile virus CPE	1.7%	·	-0.1%	-1.1%	0.4%	-0.6%	-0.7%
RSV CPE inhibition	8.7%	2.3%	-1.6%	6.7%	1.0%	1.7%	0.8%
PhoP inhibition	-26%	·	21%	-3%	8%	13%	8%

Carrying on:
9) COc1cc(NC(=S)N2CCN(C/C=C/c3ccccc3)CC2)cc(OC)c1
10) COc1cccc(C2C(C#N)=C(N)N(N(C)C)C3=C2C(=O)CCC3)c1 (centres undefined)
11) CCN1CCN(C(=S)NCc2ccc(C)cc2)CC1
12) COc1ccc(CCNc2oc(COc3ccc(Br)cc3)nc2C#N)cc1OC
13) O=C(Nc1cccn2ncnc12)C(Cl)Cl
14) Cc1ccc(S(=O)(=O)N2CCN(C(=O)COC(=O)COc3cccc4c3OC(C)(C)C4)CC2)cc1
15) CC(C)(C)c1ccccc1OCC(=O)Nc1ccccc1C(=O)NCc1cccnc1
16) Cc1cc(/C=C2/C(=N)N3C(c4ccccc4)=CSC3=NC2=O)c(C)n1-c1ccccc1
17) COCOc1cc(O)c2c(=O)c(OCOC)c(-c3ccc(OCOC)c(OCOC)c3)oc2c1

Assay by compound	9	10	11	12	13	14	15	16	17
WT yeast gro inh	14	·	4	22	1	·	·	3	·
WT yeast gro inh mutant strain	-5	·	18	13	-12	·	·	4	·
Myeloid diff MLP	+	i	i	i	i	i	i	i	i
Myeloid diff MLP GFP+ MAC1+ %	0.9*	0.6	0.4	2.2	0.2	0.4	1.6	0.4	17
T cell HTS	i	i	i	i	i	i	i	i	i
T cell HTS vesicle-bound %	28	35	43	28	17	29	11	34	60
Large T inhibition	3%	10%	7%	-3%	3%	10%	-4%	2%	8%
b-catenin transl	4.6	·	-0.5	·	-1.7	·	·	2.6	·
b-catenin transl cell count 5 µM	1305	·	1132	·	942	·	·	1112	·
MgcRacGAP inhibition	10%	9%	9%	4%	4%	7%	6%	6%	4%
West Nile virus CPE	-0.6%	-0.8%	0.1%	0.1%	·	·	0.8%	0.1%	-0.4%
RSV CPE inhibition	13%	1.3%	0.0%	1.3%	-0.4%	0.7%	?	10%	2.5%
PhoP inhibition	15%	-1%	5%	4%	8%	2%	3%	-9%	-6%
